Tb PFK inh – inhibitors of T. brucei phosphofructokinase. AID 485367. O15648. T. brucei PFK, ADP-Glo luminescence. Potency, µM (series often up to 57.5 µM), for inactives: at the top dose activity, negative = inhibition, actives largely listed as inhibitors. 0.17% of 330,000 active;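 note: potency is the fitted concentration of half-maximal effect; 0% = uninhibited 1x PFK enzyme wells and -100% = no-enzyme wells; nearly all actives have a fitted effect of over 60% in size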
Target sequence (O15648 whole entry, looked up): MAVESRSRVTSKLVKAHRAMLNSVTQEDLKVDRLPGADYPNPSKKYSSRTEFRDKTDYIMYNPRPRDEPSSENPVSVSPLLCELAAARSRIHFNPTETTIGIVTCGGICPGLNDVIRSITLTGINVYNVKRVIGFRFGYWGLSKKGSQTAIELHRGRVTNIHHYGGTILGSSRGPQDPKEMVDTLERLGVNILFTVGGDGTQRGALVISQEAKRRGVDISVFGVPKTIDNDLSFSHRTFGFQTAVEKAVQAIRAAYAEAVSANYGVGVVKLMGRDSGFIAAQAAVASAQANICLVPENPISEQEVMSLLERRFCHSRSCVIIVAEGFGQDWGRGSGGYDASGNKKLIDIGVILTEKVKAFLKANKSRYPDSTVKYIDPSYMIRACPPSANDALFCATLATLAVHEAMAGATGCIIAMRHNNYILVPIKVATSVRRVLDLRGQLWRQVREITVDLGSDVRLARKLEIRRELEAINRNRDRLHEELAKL
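ADP-Glo luminescence quantified ADP after 45 min at room temperature, with 1.25 nM T. brucei PFK, 0.1 mM ATP and 0.5 mM fructose-6-phosphate in pH 8.0 TEA buffer. qHTS titrations up to 57 µM; curves classified by quality.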
RORgamma inh – blocks mouse ROR gamma transcriptional activity; Drosophila S2 Gal4-RORgamma UAS-luciferase reporter, 20 h; Potency, µM (highest dose often 53.6 µM), for inactives: at the highest dose activity change, negative = inhibition, hits mostly inhibitors; 5.4% of 310,000 active; note: potency is the fitted concentration of half-maximal effect; % is set by controls: 0 for no effect and ±100 for the full control effect; nearly all actives have a fitted effect of over 60% in size
Target sequence (P51450 whole entry, looked up, the tested form may be a part): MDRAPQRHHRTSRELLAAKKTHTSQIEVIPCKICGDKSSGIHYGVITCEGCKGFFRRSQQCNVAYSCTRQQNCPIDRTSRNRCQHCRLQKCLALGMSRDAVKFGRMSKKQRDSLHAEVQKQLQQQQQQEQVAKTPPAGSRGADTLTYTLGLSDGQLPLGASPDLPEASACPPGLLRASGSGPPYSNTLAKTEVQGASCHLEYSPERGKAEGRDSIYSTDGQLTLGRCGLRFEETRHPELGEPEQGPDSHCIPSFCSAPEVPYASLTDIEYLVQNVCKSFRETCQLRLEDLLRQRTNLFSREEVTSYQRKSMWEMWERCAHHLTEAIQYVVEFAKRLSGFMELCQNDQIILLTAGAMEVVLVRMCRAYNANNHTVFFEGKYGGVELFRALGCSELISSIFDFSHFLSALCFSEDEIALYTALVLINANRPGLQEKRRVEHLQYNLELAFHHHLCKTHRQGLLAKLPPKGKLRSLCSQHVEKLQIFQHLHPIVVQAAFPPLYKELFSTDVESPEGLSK
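Schneider cells (Drosophila), stable Gal4 DBD–ROR gamma + UAS-luc; 1 hr cmpd preincubation; Cu2+ induction 700 uM final; 20 hr ambient; luminescence.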
BRCA1 expr act – activators of BRCA1 expression | AID 624202 | Potency, µM (top dose mostly 46.1 µM), for inactives: at the top dose activation, hits mostly activators | 1.1% of 380,000 active | MCF7-BRCA1-FFLuc reporter, luminescence, 48 h; response scale: scaled: vehicle 0%, 10 µM genistein 100%; note: potency is the fitted concentration of half-maximal effect; nearly all actives have a fitted effect of over 80% in size; some results filed as inactive show a strong effect at the top dose
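Quantitative HTS in MCF7 cells stably reporting BRCA1 expression via firefly luciferase. Compound treatment lasts 48 h at 37 °C in phenol-red free MEM. Activation is expressed relative to genistein at 10 microM and DMSO.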
Rab9 promoter act – activates the Rab9 promoter. Potency, µM (series often up to 9.22 µM), inactives show at the top dose activation, negative = inhibition, hits mostly activators. AID 485297. 2.8% of 320,000 active. Huh7 Rab9 promoter-luciferase reporter, luminescence, 24 h; note: potency is the fitted concentration of half-maximal effect; % of control where 0% means no effect; nearly all actives have a fitted effect of over 60% in size
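Cells were plated at 1500 per well in reduced-serum medium with 10% FBS and left 2 h. Compound in DMSO was then added for 24 h at 37 °C. Reporter signal was read by luminescence after 10 min with luciferase detection reagent.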
ELG1 genotox – induces genotoxicity in HEK293T cells with luciferase-tagged ELG1 | HEK293T ELG1-luciferase reporter, luminescence, 16 h | Potency, µM (titrated, usually from 46 µM), inactives show top-dose activity change, positive = activation, most hits filed as activators | 1.3% of 330,000 active | AID 504466; note: potency is the fitted concentration of half-maximal effect; % of control where 0% means no effect; nearly all actives have a fitted effect of over 60% in size
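Quantitative HTS format in 1536-well plates. HEK293T ELG1-luciferase reporter cells receive test compound and are incubated 16 hr at 37 °C, 5% CO2; ONE-Glo added, 30 min room temperature, then luminescence read.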
TRPV1 agonist – human TRPV1 agonism; TRPV1-expressing cells, Fluo-8 calcium influx, agonist mode; activation, % at 8.33 µM; 0.19% of 320,000 active; AID 540275; in the data active = activation above about 80%; inconclusive = between about 30% and that limit; note: 0% is about no effect
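TRPV1-expressing cells were cultured overnight at 35.5C and loaded with Fluo-8 calcium dye for 40 to 90 min at room temperature. After a 10 s baseline, compound was added and calcium influx was read kinetically for 3 min (ex 480/em 520 nm).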
ELG1 DNA repair – blocks ELG1-dependent DNA repair in HEK293T cells. 2.3% of 330,000 active. Potency, µM (titrated, usually from 46.1 µM), for the others: at the top dose activity change, negative = inhibition, actives largely listed as inhibitors. HEK293T ELG1-luciferase reporter, luminescence, 16 h; DNA damage induced by 5-fluorouridine; note: potency is the fitted concentration of half-maximal effect; % is set by controls: 0 for no effect and ±100 for the full control effect; nearly all actives have a fitted effect of over 55% in size
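HEK293T cells expressing luciferase-tagged ELG1 (2,000/well) received 5-Fluorouridine plus compound or DMSO for 16 hr at 37 °C. Luciferase was read by ONE-Glo luminescence after 30 min at room temperature.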
p53 reactivator – re-activators of mutant p53 | H1299 p53-A138V BP100-luciferase reporter, luminescence, 24 h | 0.063% of 320,000 active | Potency, µM (top dose mostly 92.2 µM), for the others: at the top dose activity change, positive = activation, most hits filed as activators; note: potency is the fitted concentration of half-maximal effect; % of control where 0% means no effect; nearly all actives have a fitted effect of over 45% in size
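H1299 (p53-null), stable ts p53-A138V + BP100-Luc; 1000 cells/well, Opti-MEM/10% FBS; cpd 4 pt, 1:5; 24 h, 37 deg C, 5% CO2; detection reagent 10 min RT; luminescence.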
VP16 counter – Gal4-VP16 reporter inhibition counter-screen | Drosophila S2 Gal4-VP16 UAS-luciferase, luminescence, 20 h | AID 2546 | 3.5% of 310,000 active | Potency, µM (highest dose often 53.6 µM), inactives show at the top dose activity, negative = inhibition, hits mostly inhibitors;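 note: Gal4-VP16 expression switched on by copper sulfate through the metallothionein promoter; potency is the fitted concentration of half-maximal effect; % is set by controls: 0 for no effect and ±100 for the full control effect; nearly all actives have a fitted effect of over 50% in size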
FLuc counter – firefly luciferase modulation, counter-screen for miR-21 project; purified FLuc, Km substrates, luminescence inhibition; Potency, µM (series often up to 57.5 µM), without a hit: at the top dose activity change, negative = inhibition, actives largely listed as inhibitors; 6.9% of 360,000 active; P08659;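 note: potency is the fitted concentration of half-maximal effect; plate controls were vehicle for no effect and reference inhibitor for full effect; nearly all actives have a fitted effect of over 55% in size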
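Purified P. pyralis luciferase (10nM final) with 10uM D-luciferin and 10uM ATP (Km levels) in 50mM Tris acetate pH 7.5, 10mM Mg acetate, 0.01% Tween-20, 0.05% BSA; qHTS 6-point titration, ~60 µM downward; luminescence read.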
NPC1 prom act – NPC1 promoter activation | Huh7 NPC1 promoter luciferase reporter, 24 h | Potency, µM (highest dose often 9.22 µM), inactives show at the highest dose activation, hits mostly activators | 2.4% of 320,000 active | AID 485313;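 note: potency is the fitted concentration of half-maximal effect; % of control where 0% means no effect; nearly all actives have a fitted effect of over 60% in size; reporter is driven by a mutant NPC1 promoter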
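Compounds in DMSO were transferred onto Huh7 NPC1-luciferase reporter cells pre-incubated 2 h; after 24 h at 37 °C, Amplite reagent was dispensed and luminescence recorded 10 min later.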
An asterisk follows results filed as active; ? = inconclusive; / = no result given; & = joins results of further samples; [ ] = another dose, or the depositor's remark. Unless noted, calls come from the whole dose curve; as a rule, active = well fitted curve in the direction sought with a large enough effect; inconclusive = small, poorly fitted or top-dose-only effect, or another doubt; inactive = no such curve, though single readings can be large; an effect the other way counts as inactive or inconclusive.

SMILES	Tb PFK inh	RORgamma inh	BRCA1 expr act	Rab9 promoter act	ELG1 genotox	TRPV1 agonist	ELG1 DNA repair	p53 reactivator	VP16 counter	FLuc counter	NPC1 prom act
CSc1sc(C)cc1C1C(C#N)=C(N)N(c2cccnc2)C2=C1C(=O)CCC2 (configuration not stated)	4%	7%	14%	4%	1%	3	23%	3%	11%	1%	7%
C=CCNc1ncnc2sc(SC)nc12	0%	-5%	-8%	0%	-9%	-2	0%	-4%	-1%	0%	-6%
CCCCNC(=S)N(CCN(CC)CC)Cc1cc2cc3c(cc2[nH]c1=O)OCO3	-14%	7%	-23%	-7%	-5%	?	-2%	/	3%	0%	1%
COc1ccccc1CN1CCCC(CN(CCN(C)C)C(=O)C2CCCC2)C1 (configuration not stated)	-1%	-1%	14%	-1%	0%	1	-5%	/	2%	0%	-1%
O=S(=O)(Nc1cccc(-n2cnnn2)c1)c1ccc(Cl)nc1	0%	0%	-22%	-4%	0%	0	-4%	12%	0%	-1%	4%
CCc1ccc(C(=O)COC(=O)CNC(=O)COc2ccccc2)cc1	0%	4%	0%&3%	0%	0%	2	-8%	-5%	-8%	?	-2%
CSc1ccccc1OCc1cc(C(=O)N2CCCC2c2nonc2C)no1 (configuration not stated)	-6%	30%	?	2.2µM*	?	4	?	?	-4%	8.5µM*	2µM*
COc1ccccc1/C=N/NC(=O)c1ccccc1Cl	0%	-31%	-1%	-5%	0%	2	7%	0%	-1%	?	-1%
CCCc1nnc(SCC(=O)Nc2cc(C)on2)n1CCOC	0%	-15%	-5%	-2%	12%	-1	8%	0%	-17%	-2%	-1%
Cc1nn(Cc2ccccc2)c(C)c1NC(=O)Cn1nc([N+](=O)[O-])c(Cl)c1C	?	16%	1%	8%	1%	0	4%	11%	-3%	0%	2%
O=C(NCc1ccccc1Cl)c1ccc2ccccc2n1	-1%	0%	?	?	?	28	?	?	-11%	15µM*	?
CCC(=O)Nc1nc2nc(-c3ccccc3)cc(=O)n2[nH]1	1%	-1%	0%	7%	0%	-1	9%	1%	-7%	?	1%
CCOC(=O)c1cc2c(s1)-c1ccccc1CC2	0%	-19%	0%	17%	15%	19	?	17%	-8%	11µM*	18%
O=C(Nc1ccc(NC(=O)c2ccccc2Cl)nc1)c1ccncc1	-12%	34%	-16%	-10%	-8%	0	?	-4%	-5%	-8%	-2%
CCN(CC(=O)NCc1cccs1)C(=O)CCc1c[nH]c2ccccc12	-4%	?	-10%	0%	-2%	?	19%	-4%	-1%	0%	-23%
COc1c(OC(C)=O)ccc(/C=C/c2ccc3ccccc3n2)c1[N+](=O)[O-]	1%	?	?	?	?	2	?	?	?	1.5µM*	?
Cc1nn(S(=O)(=O)c2ccccc2)c(C)c1S(=O)(=O)N1CCC(C)CC1	0%	-20%	0%&-2%	1%	1%[9.26 µM]	1	18%	0%	6%	-2%&5%	-7%
Cc1c(C#N)c(N=CN(C)C)c(C(=O)c2ccccc2)n1-c1ccccc1	-5%	-4%	-10%	-7%	4%	-1	12%	2%	0%	-3%	0%
CCN(Cc1ccccc1)C(=O)CN1C(=O)COc2ccc(S(=O)(=O)NC3CCCC3)cc21	-5%	6%	-8%	1%	-1%[9.26 µM]	4	2%	-5%	-1%	2%&3%	-2%
CCOC(=O)N1CCN(Cc2cc(=O)oc3ccc(Cl)cc23)CC1	-1%	-2%	-22%	3%	-3%	-2	4%	-3%	2%	2%	1%
COc1ccc(NC(=O)CN2CCN(CC(=O)Nc3ccc(OC)cc3)CC2)cc1	3%	27%	-3%	-1%	0%	1	-18%	23%	6%	15%	-6%
O=C(NN=C(c1ccccc1)c1ccccc1)C(CCl)C1CCCCC1 (configuration not stated)	6%	/	-4%	-1%	3%	0	13%	-4%	/	-4%	-1%
C/C(=N\NC(=O)c1ccc(NS(=O)(=O)c2cccs2)cc1)c1ccncc1	-2%	1%	-7%	0%	1%	-2	0%	0%	8%	?	-12%
COc1ccc(C(C(=O)NC(C)(C)C)N(C(=O)Cn2nnc3ccccc32)c2cccc(C(C)=O)c2)cc1O (configuration not stated)	1%	-1%	0%	-4%	0%	0	-9%	-3%	-2%	-2%	-1%
O=c1c2ccccc2cnn1Cc1n[nH]c(=S)n1-c1ccc(F)cc1	0%	?	-8%	-4%	1%	2	-10%	18%	-1%	0%	-3%
CCOC(=O)c1c(S(=O)(=O)N(C)C2CCCCC2)c(C)n(C)c1C	-6%	-2%	0%	0%	0%	-3	3%	-2%	16%	0%	-6%
CCn1c(=O)cc(OCC(=O)NCc2cccs2)c2ccccc21	1%	-22%	-38%	2%	10%	-4	?	2%	-6%	0%	0%
C/C(=N\NC(=O)OC(C)(C)C)c1ccccc1Br	1%	5%	?	?	?	-3	?	5%	-12%	21µM*	?
Cc1cc(C)c(S(N)(=O)=O)c(C)c1N(C)S(=O)(=O)c1ccc(Cl)cc1	1%	16%	1%	0%	-7%	-2	-14%	-8%	-2%	0%	-1%
CCOC(=O)N1CCN(c2ccc(S(=O)(=O)N3CCC(C)CC3)cc2[N+](=O)[O-])CC1	-9%	/	-29%	2%	-1%	22	?	-7%	/	/	-7%
COc1ccc(-c2nsc(SCC(=O)Nc3cc(C)on3)n2)cc1	-9%	-8%[0.365 µM]	0%	12%	?	-1	?	0%	/	2%	1%
CCOC(=O)C1(C)C=C(Nc2ccc(OCC)cc2)C(=O)N1c1ccccc1 (configuration not stated)	0%	?	3%	1%	-8%	-3	-5%	12%	-3%	-2%	-2%
O=C(CN(c1ccccn1)S(=O)(=O)c1ccc(F)cc1)Nc1ccc(F)cc1F	0%	18%	14%	0%	-1%	0	3%	-3%	0%	-2%	1%
CC(NC(=O)Nc1ccc(Br)cc1)C(C)(C)C (configuration not stated)	3%	?	91%	29%	10%	?	?	7%	3%	?	-3%

Two compounds from above, showing only FLuc counter.
molecule | FLuc counter
O=c1c2ccccc2cnn1Cc1n[nH]c(=S)n1-c1ccc(F)cc1 | 0%
Cc1cc(C)c(S(N)(=O)=O)c(C)c1N(C)S(=O)(=O)c1ccc(Cl)cc1 | 0%

Gathered by group, those above containing two or more sulfur atoms
SMILES	Tb PFK inh	RORgamma inh	BRCA1 expr act	Rab9 promoter act	ELG1 genotox	TRPV1 agonist	ELG1 DNA repair	p53 reactivator	VP16 counter	FLuc counter	NPC1 prom act
CSc1sc(C)cc1C1C(C#N)=C(N)N(c2cccnc2)C2=C1C(=O)CCC2 (configuration not stated)	4%	7%	14%	4%	1%	3	23%	3%	11%	1%	7%
C=CCNc1ncnc2sc(SC)nc12	0%	-5%	-8%	0%	-9%	-2	0%	-4%	-1%	0%	-6%
Cc1nn(S(=O)(=O)c2ccccc2)c(C)c1S(=O)(=O)N1CCC(C)CC1	0%	-20%	0%&-2%	1%	1%[9.26 µM]	1	18%	0%	6%	-2%&5%	-7%
C/C(=N\NC(=O)c1ccc(NS(=O)(=O)c2cccs2)cc1)c1ccncc1	-2%	1%	-7%	0%	1%	-2	0%	0%	8%	?	-12%
Cc1cc(C)c(S(N)(=O)=O)c(C)c1N(C)S(=O)(=O)c1ccc(Cl)cc1	1%	16%	1%	0%	-7%	-2	-14%	-8%	-2%	0%	-1%
COc1ccc(-c2nsc(SCC(=O)Nc3cc(C)on3)n2)cc1	-9%	-8%[0.365 µM]	0%	12%	?	-1	?	0%	/	2%	1%

Source: PubChem BioAssay

Hits appear at their usual frequency; 15% or so of the library scored in one or more.
